Bioassay records: PubChem, several laboratories
Ba/F3 V617F tox: reduced viability of JAK2V617F-dependent Ba/F3 cells, primary screen, JAK2V617F inhibitor project, cell-based, Ba/F3 EpoR-JAK2V617F, luminescence; 220,000 compounds, 1.1% hits; ATP luminescence; inhibition, % at 5.6 µM;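 active means inhibition above the campaign mean plus 3 SD over all tested compounds, cut at about 24% in these data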;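 further: cytokine-independent growth of Ba/F3 cells driven by EpoR plus mutant JAK2; 0% = DMSO-treated cells and 100% = JAK inhibitor I control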
CHOP inh: inhibitors of CHOP promoter induction, primary screen, cell-based, unfolded protein response, luciferase reporter | inhibition, % at 10 µM | CHO-K1 CHOP-promoter luciferase, tunicamycin-induced, 15-18 h | 220,000 compounds, 3.8% hits;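 active means compounds that reduced the stress-induced luciferase reporter signal by more than about 70% of percent inhibition, limit read from the data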;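 further: 0% = tunicamycin plus vehicle and 100% = wells without tunicamycin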
BaF3 tox: parental Ba/F3 cell viability inhibition, counter-screen for JAK2V617F inhibitor project, murine pro-B, CellTiter-Glo luminescence; CellTiter-Glo ATP luminescence; inhibition, % at 5.6 µM; 220,000 compounds, 1.1% hits;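 active means inhibition above a per-campaign cutoff, the mean inhibition of all tested compounds plus 3 SD, cut at about 27% in these data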;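 further: 0% = DMSO wells and 100% = JAK Inhibitor I control wells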
TRPML3 agonist: human TRPML3 channel agonists, primary screen, cell-based, HEK293 TRPML3-YFP, Fluo-8 calcium fluorescence, 3 µM | 220,000 compounds, 0.29% hits | activation, % at 3 µM | AID 1448, 2008 | 100% = the carbachol control signal;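 active means activation above its plate's cutoff, the mean activation of the plate's test wells plus 3 SD, cut at about 12% in these data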;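 further: 0% = DMSO only wells and 100% = carbachol wells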
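system = HEK293 cells stably carrying human TRPML3-YFP | doses = one concentration, 3 µM nominal, 0.3% DMSO | timing = dye loading 1 h 37 °C then 30 min ambient, 125 s read | detection = Fluo-8 calcium dye fluorescence, ex 470-495, em 515-575 nm | benchmarks = high control carbachol 87 µM, low control DMSO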
PPC-1+TRAIL kill: compounds killing PPC-1 cancer cells with TRAIL present, primary screen, TRAIL potentiator project, ATPLite luminescence, uHTS; PPC-1 cells + TRAIL, ATPLite viability luminescence; cell killing (% activity), % at 4 µM; 220,000 compounds, 0.41% hits;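 active means cell killing above 50% in the first pass at 4 µM, then a duplicate retest at 5 µM averaging 50% or more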;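 further: plate controls were cells with TRAIL plus DMSO for no effect and medium-only wells lacking cells for full effect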
zfTRPN1 agonist: zebrafish TRPN1 channel agonists, primary screen, cell-based, HEK293, calcium fluorescence; 220,000 compounds, 0.18% hits; HEK293 zebrafish TRPN1-YFP, Fluo-8 calcium fluorescence; 100% = response to 87 µM carbachol; AID 1424, 2008; activation, % at 3 µM;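 active means activation above its plate's cutoff, the mean activation of test wells on that plate plus 3 SD, cut at about 19% in these data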;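 further: 0% = DMSO alone and 100% = 87 µM carbachol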
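Assay system: Zebrafish TRPN1-YFP in HEK293 cells | Incubation: Dye loading 1 h at 37 °C, then 30 min room temperature | Measured by: Kinetic Fluo-8 fluorescence, ex 470-495, em 515-575 nm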
TNF necrop inh: inhibitors of TNF-alpha triggered necroptosis, primary screen, cell-based, Jurkat FADD-/-, single concentration; Jurkat FADD-/- TNF necroptosis rescue, ATP luminescence, 24 h; 0 = TNF only, 100 = no-TNF cells; activation (protection from cell death), % at 10 µM; 220,000 compounds, 0.068% hits;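 active means activation, meaning protection from cell death, of at least 50% relative to plate controls; inactive means activation below 50%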;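 further: necroptosis triggered by 40 ng/mL TNF-alpha added together with compound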
Wee1 degr inh: Wee1 degradation inhibitors, primary screen, cell-based, HeLa, Wee1K328M-luciferase, luminescence | HeLa Luc-Wee1K328M stability; 100% = proteasome inhibitor MG132 effect | AID 1321, 2008 | reporter increase, % at 5 µM | 220,000 compounds, 1.2% hits | Wee1-like protein kinase (Homo sapiens), P30291;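 active means activation above the mean of all tested compounds plus 3 SD, set per screening run, cut at about 8.8% in these data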;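 further: cells exposed to compound for 20 h before luminescence read; 0% = DMSO alone and 100% = MG132 at 30 µM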
Target sequence (P30291 whole entry K328M): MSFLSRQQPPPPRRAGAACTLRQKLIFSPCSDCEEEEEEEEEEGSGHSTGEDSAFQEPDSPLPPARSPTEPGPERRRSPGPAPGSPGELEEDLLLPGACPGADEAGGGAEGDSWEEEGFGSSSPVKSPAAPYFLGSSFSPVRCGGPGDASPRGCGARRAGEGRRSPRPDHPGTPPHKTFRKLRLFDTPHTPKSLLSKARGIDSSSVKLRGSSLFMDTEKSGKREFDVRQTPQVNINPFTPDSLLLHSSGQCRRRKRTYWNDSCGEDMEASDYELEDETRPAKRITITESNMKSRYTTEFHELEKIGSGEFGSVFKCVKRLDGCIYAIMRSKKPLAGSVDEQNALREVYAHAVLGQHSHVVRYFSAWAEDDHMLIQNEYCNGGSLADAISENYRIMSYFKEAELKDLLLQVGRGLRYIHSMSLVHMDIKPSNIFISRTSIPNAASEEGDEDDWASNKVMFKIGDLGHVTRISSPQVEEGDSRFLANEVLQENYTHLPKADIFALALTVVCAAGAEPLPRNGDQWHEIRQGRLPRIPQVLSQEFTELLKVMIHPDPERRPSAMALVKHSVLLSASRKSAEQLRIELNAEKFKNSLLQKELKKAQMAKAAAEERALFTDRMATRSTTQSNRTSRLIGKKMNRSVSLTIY
RBBP9 inhibitor: human RBBP9 inhibitors, primary screen, biochemical, fluorescence polarization, FP-Rh probe, HTS; recombinant RBBP9; inhibition, % at 7.94 µM; Serine hydrolase RBBP9 (Homo sapiens), O75884; 220,000 compounds, 0.2% hits;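 active means inhibition above the campaign mean of all tested compounds plus 3 SD, cut at about 14% in these data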;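 further: plate controls were DMSO wells with RBBP9 for no effect and wells lacking RBBP9 protein for full effect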
Target sequence (O75884 whole entry, looked up): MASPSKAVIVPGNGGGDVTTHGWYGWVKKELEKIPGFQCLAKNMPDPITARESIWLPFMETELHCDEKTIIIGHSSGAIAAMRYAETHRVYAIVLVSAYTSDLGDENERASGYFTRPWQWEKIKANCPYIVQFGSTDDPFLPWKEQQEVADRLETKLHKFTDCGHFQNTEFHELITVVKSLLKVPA
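System: RBBP9 protein | Quantity: 2.5 µM RBBP9 dispensing solution, before mixing | Reagent: FP-Rh probe, 375 nM dispensing solution | Timing: Enzyme-compound preincubation 30 min, then probe labeling 45 min, 25 °C | Measured by: Fluorescence polarization | Read-out: % inhibition | Replication: One well per compound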
Active calls of the source: *; . = not tested or not shown; [ ] = another dose, or the depositor's remark.

nr	mol	Ba/F3 V617F tox	CHOP inh	BaF3 tox	TRPML3 agonist	PPC-1+TRAIL kill	zfTRPN1 agonist	TNF necrop inh	Wee1 degr inh	RBBP9 inhibitor
1	COc1ccccc1N1CCN(CCOc2c(OC)cccc2OC)CC1	26.0*	2.6	4.6	-0.2	-11.7	0.3	3.3	2.6	4.3
2	CN(C)CCCCCN(C)Cc1cc2ccccc2o1	0.1	-6.8	5.7	1.2	12.5	0.4	2.7	9.6*	-6.1
3	COc1ccccc1NC(=O)CSc1nnc(C2CCCCC2)o1	3.1	-29.7	0.8	-0.5	4.4	-0.3	3.0	5.9	-2.0
4	NC(=O)Nc1ccc(C(=O)OCC(=O)N(Cc2ccccc2)C2CCS(=O)(=O)C2)cc1 (stereo not given)	-0.5	21.8	1.9	0.9	-3.0[5 µM]	0.5	-0.6	-1.2	-4.7
5	Cc1ccc(NC(=O)C2CC(=O)Nc3nncn32)cc1 (stereo not given)	0.7	17.4	1.8	0.1	15.6	-0.3	-0.3	-1.4	-8.0
6	O=C(COc1ccccc1)Nc1ccc(S(=O)(=O)Nc2ncccn2)cc1	2.5	7.1	2.1	0.5	-4.4	0.3	1.0	0.9	-7.0
7	c1ccc(-c2nnc(-c3cccc(-c4nnc(-c5ccccc5)o4)c3)o2)cc1	-3.5	.	0.4	1.3	.	-0.7	-1.1	-2.4	5.3
8	Cc1cc(S(=O)(=O)N2CCN(Cc3ccccc3)CC2)c(C)s1	0.1	41.7	4.0	-1.4	-21.5	-2.1	1.6	-3.5	-3.5
9	COCC(C)n1c(C)cc(C(=O)COC(=O)/C=C/c2cccc(F)c2)c1C (stereo not given)	-2.2	15.4	7.9	4.0	-6.6	5.5	1.7	-1.5	-0.5
10	CN1CCN(c2ccc(Cl)cc2NC(=O)c2nn(-c3ccccc3)c(=O)c3ccccc23)CC1	1.1	64.3	3.8	0.9	12.4	0.5	2.4	-4.5	-2.4
11	O=C(Oc1c(-c2ccccc2)c(=O)n2c3c(cccc13)CC2)c1ccco1	-0.1	-1.6	-5.8	-0.1	-3.5	0.1	-2.7	-2.9	-4.0
12	Cc1cc(NC(=O)CSc2nnc(-c3cccs3)n2N)no1	1.9	17.7	2.5	0.3	9.1	0.4	-1.5	-0.9	-11.4
13	O=C(c1ccc(-n2c(SCc3cc(F)ccc3F)nc3ccccc3c2=O)cc1)N1CCOCC1	3.7	23.7	10.3	0.9	12.8	1.4	0.9	-3.8	0.0
14	CC1(C)Cc2c(sc(NC(=O)C(C)(C)C)c2C#N)C(C)(C)N1	-5.1	20.0	5.4	0.0	-5.9	-0.1	-0.5	-1.3	0.8
15	CCCCn1c(SCc2cccc([N+](=O)[O-])c2)nc2ccsc2c1=O	3.2	58.2	9.3	0.8	3.0	0.1	4.0	0.7	1.6
16	Cn1c(C(=O)NCCN2CCCCCC2)cc2c(=O)n(C)c3ccccc3c21	-0.2	24.0	8.3	1.2	13.5	1.4	3.2	3.7	2.0
17	c1cncc(-c2nc(NCC3COc4ccccc4O3)c3ccccc3n2)c1 (stereo not given)	-0.8	48.9	5.6	0.1	0.4	-0.6	-7.1	-2.3	-10.9
18	CCOc1ccc(N2C(=O)CC(Sc3ccccc3C(=O)O)C2=O)c([N+](=O)[O-])c1 (stereo not given)	0.5	5.9	10.1	0.8	7.5	-0.4	-1.9	-2.5	-4.7
19	CCC1CCCCN1S(=O)(=O)c1ccc(S(=O)(=O)N(Cc2cccs2)C2CC2)cc1 (stereo not given)	4.4	-5.3	0.9	94.7*	7.5	8.4	2.8	1.7	-3.5
20	COc1cc(/C=N/NC(=O)C2CCN(CC(O)COCc3ccccc3)CC2)ccc1O (stereo not given)	-3.5	4.3	0.4	0.3	22.0	-0.7	1.1	0.6	3.5
21	CCN(CC)S(=O)(=O)c1ccc(OC)c(NC(=O)COc2ccc3c(C)cc(=O)oc3c2)c1	1.8	-5.8	3.8	1.0	19.4	1.2	1.6	-1.6	-5.5
22	O=C1CC(c2ccc(S(=O)(=O)NC3CC3)cc2)CN1 (stereo not given)	-1.1	-11.7	1.7	0.8	4.8	1.3	1.0	2.8	-6.8
23	O=c1oc2ccccc2c2c1C(c1ccc(Cl)cc1)Nc1ccc3ccccc3c1-2 (stereo not given)	-2.7	52.6	1.2	0.7	10.4	0.1	1.5	1.0	-2.3
24	Cc1ccc(NC(=O)c2ccc(-c3nn(C)c(=O)c4ccccc34)cc2)cc1	-2.8	73.8*	3.6	0.7	5.3	-0.8	1.5	0.7	0.8
25	CCN1CCCC1CN(Cc1cc2ccc(C)c(C)c2[nH]c1=O)C(=O)Nc1ccccc1OC (stereo not given)	-3.1	2.0	6.2	0.4	21.8	-1.0	-1.3	-3.6	-7.8
26	O=C(O)COc1ccc(S(=O)(=O)c2ccc(OCC(=O)O)cc2)cc1	-0.8	27.8	4.8	0.8	25.2	0.0	-0.7	-3.6	-2.3
27	COc1cc2c(cc1NC(=O)C(C)OC(=O)/C=C/c1ccc(OC(F)F)cc1)oc1ccccc12 (stereo not given)	-2.3	24.9	6.4	0.8	11.9	-1.2	2.6	-1.6	-5.9
28	Cc1nc2ncnn2c(N2CCN(C(c3ccccc3)c3ccccc3)CC2)c1C	-3.4	6.5	0.7	-1.2	9.4	-2.8	-5.5	0.9	0.2
29	Cc1ccccc1C(=O)Nc1nnc(SC(C)C)s1	-1.5	47.0	2.2	0.9	-2.9	1.5	1.1	1.9	-1.5
30	O=C(O)CCSc1ncnc2sc(-c3ccccc3)cc12	-6.4	88.9*	-2.2	1.2	-6.6	0.6	5.5	1.9	1.2
31	CC1CCc2c(sc(NC(=O)c3ccc(Cn4cc([N+](=O)[O-])cn4)o3)c2C#N)C1 (stereo not given)	-2.3	27.3	8.7	0.3	-0.6	1.0	-0.6	1.1	-5.2
32	CC(C)C(=O)Nc1cc2c(cc1C(=O)c1ccccc1)OCCO2	0.6	26.3	3.3	0.5	3.8	0.1	-3.6	-3.1	-6.2
33	COC(=O)[C@H](C)NC(=O)Nc1ccccc1F	0.7	4.5	3.3	1.1	10.2	2.2	-1.0	-0.7	-0.2
34	CCOc1cc(CNc2ccccc2)cc(Br)c1OCc1ccccc1F	-2.9	54.9	-0.2	-0.2	2.6	-1.0	-0.9	-0.8	-9.2
35	O=C(CN1C(=O)C2CC=CCC2C1=O)Nc1ccc(S(=O)(=O)Nc2nccs2)cc1 (stereo not given)	-1.1	8.8	1.9	-0.4	8.9	0.7	2.0	-1.0	-2.2
36	CCN(CC)CCN(C(=O)c1ccc(S(=O)(=O)N2CCCCC2)cc1)c1nc2cc3c(cc2s1)OCO3	6.5	2.1	1.4	0.3	17.1	-1.4	1.2	-1.0	-4.5

Just BaF3 tox, Wee1 degr inh and zfTRPN1 agonist, for some of the entries so far:
# | structure | BaF3 tox | Wee1 degr inh | zfTRPN1 agonist
30 | O=C(O)CCSc1ncnc2sc(-c3ccccc3)cc12 | -2.2 | 1.9 | 0.6
29 | Cc1ccccc1C(=O)Nc1nnc(SC(C)C)s1 | 2.2 | 1.9 | 1.5
27 | COc1cc2c(cc1NC(=O)C(C)OC(=O)/C=C/c1ccc(OC(F)F)cc1)oc1ccccc12 (stereo not given) | 6.4 | -1.6 | -1.2

(further entries)
nr	mol	Ba/F3 V617F tox	CHOP inh	BaF3 tox	TRPML3 agonist	PPC-1+TRAIL kill	zfTRPN1 agonist	TNF necrop inh	Wee1 degr inh	RBBP9 inhibitor
37	CCOC(=O)c1sc2cc([N+](=O)[O-])cc(SCCO)c2c1N	1.5	23.8	7.1	1.6	-19.3	3.2	1.5	0.3	-5.4
38	CCN(CC)C(=O)C1CCCN(Cc2ccc(F)c(F)c2)C1 (stereo not given)	1.6	85.9*	3.1	0.6	-6.5	0.6	1.7	-2.6	-6.8
39	COc1ccccc1CNc1ccc(N2CCCCC2)cc1	-0.8	-8.7	8.8	-0.4	3.6	-1.5	3.2	6.0	3.1
40	Cc1nnc(NCc2ccco2)c2ccccc12	1.5	-18.3	1.5	-0.7	-7.3	0.2	0.4	-0.7	-14.6
41	O=C(CCC1CCCC1)N1CCN(S(=O)(=O)Cc2ccccc2)CC1	-3.6	17.4	-1.7	1.6	16.2	4.7	0.2	-3.4	-1.7
42	O=C(C1CCCN(Cc2ccccc2C(F)(F)F)C1)N1CCCCC1 (stereo not given)	-0.7	-12.6	0.5	-1.5	5.5	-1.0	0.7	-2.0	-3.2
43	O=C(CN1CCCCC1)Nc1ccccc1	-1.1	21.4	0.2	0.3	-4.6	-0.4	-0.6	0.9	-10.4
44	O=C1CSC(=O)N1CC(O)COc1ccc(Cl)cc1 (stereo not given)	-1.1	-5.9	-0.1	0.8	10.8	1.6	1.0	-0.3	-0.9
45	CCOC(=O)c1c(NC(=O)Cn2cnc([N+](=O)[O-])n2)sc2c1CCCC2	-0.3	75.2*	2.6	0.8	-9.7	-0.2	1.7	-1.5	1.6
